# Assay outcomes as filed in PubChem.
# HCMV antiviral: qHTS Assay for inhibitors of the human cytomegalovirus (HCMV); HFF cells, HCMV-luciferase reporter, 72 h; active compounds read low; activity change, negative = inhibition, % at 57.5 µM; 410,000 compounds, 4.5% hits; AID 1259415, 2018; in the data active means activity change below about -60%; inconclusive means no clear call, values can overlap the other calls; inactive means above about -39%
#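 Cell-based, HFFs, 1000 cells/well, 16 h 37C; cpds in DMSO + HCMV-luc, MOI 1 PFU/cell; 72 h 37C; OneGlo luminescence after 5 min RT; norm. to buffer vs Salinomycin 10uM.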
# AMA1 RON2 block: qHTS for Inhibitors of AMA1-RON; Towards Development of Antimalarial Drug Lead: Primary Screen. Plasmodium falciparum AMA1 (3D7) - RON2 peptide interaction. AlphaScreen AMA1-biotinylated RON2 peptide binding. Potency, µM (titrated, usually from 58.2 µM), inactives show top-dose activity change, negative = inhibition, most hits filed as inhibitors. 360,000 compounds, 0.2% hits; active means well fitted inhibition curve with a large enough effect; inconclusive means small, poorly fitted or top-dose-only effect; inactive means no such curve, though single readings can be large or run the other way;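 further: potency means the concentration at half of the fitted maximal effect; 0% = vehicle wells and -100% = peptide control; nearly all actives have a fitted effect of over 45% in size; some results filed as inactive show a strong effect at the top dose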
#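 AMA1 (3D7) with his tag at 25 nM final met compounds first, then biotinylated RON2 peptide at 25 nM; detection used donor plus acceptor beads, 10 µg/mL apiece, read by AlphaScreen after 30 min at room temperature.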
# The depositor's hits bear a star; u = inconclusive; x = no result given; [ ] = remark or other dose. Unless noted, on the % scale 0 is the no-effect control and ±100 the full control effect. The list is partial, so the mix of outcomes need not match the whole.
SMILES,HCMV antiviral,AMA1 RON2 block
CC1CC(=O)NC(=O)N1Cc1ccccc1 (stereo not given),-13,-11%
CCOC(=O)C1=CCN(S(=O)(=O)c2ccc(C)cc2)C1c1ccc(C)cc1 (stereo not given),-26,11%
CC(O)CN(CC(C)O)c1ccc2c(c1)Cc1cc([N+](=O)[O-])ccc1-2 (stereo not given),158,-18%
O=C1NC[C@H](CCCCN2C[C@H](Cc3ccc(O)cc3)N(CCC3CCCCC3)C(=O)C2=O)N(CCC2CCCCC2)C1=O,-16,-5%
Cc1ccc(NC(=O)CN2CCN(C(=O)C3CC3)CC2)c(F)c1,-4,15%
CC(C)C1C(=O)N(Cc2cn(CCC3OCCCO3)nn2)CCS(=O)(=O)N1Cc1ccc(-c2ccc(Cl)cc2)cc1 (stereo not given),-10,-5%
CC(C)(C)NC(=O)C(C1CC1)n1c(-c2ccccc2)nc2ccccc21 (stereo not given),-18,1%
Cn1c(=O)c2[nH]c(Cc3cccc4ccccc34)nc2n(C)c1=O,-14,-5%
COc1cccc(CCNC(=O)c2cc(COc3ccc(C)c(C)c3)on2)c1OC,61,14%
COc1ccc(-c2coc3c(C(=O)NCc4cccc(Cl)c4)cccc23)c(C)c1,-62*,-2%
CCC(O)c1cnc(OCc2ccccc2)nc1OCc1ccccc1 (stereo not given),-31,23%
S=C(NCCc1ccccc1)N/N=C/c1cccs1,47,46%[activator]
CC1(C)CC(=O)C(CSC(=O)c2ccccc2)C(=O)C1,-7,3%
CCc1nc2ccc(C(=O)N3CCN(S(=O)(=O)CC)CC3)cn2c1N(C)Cc1cccs1,-1,1%
Cc1ccc(C(C)C)c(O)c1C(=O)O,-63*,24%
COC(=O)c1cnc(NC(=O)C2(C)CCN2C(=O)C(C)C)s1 (stereo not given),u,20%
CCOC(=O)C1(C)CCN1C(=O)c1ccccc1 (stereo not given),0,3%
CC1(C2CC2)NC(=O)N(CC(=O)Nc2ccc(OC(F)F)cc2)C1=O (stereo not given),-13,-4%
CN1CCN(C(=O)c2cccc(-c3cnc4cnc(-c5ccccc5Oc5ccccc5)cn34)c2)CC1,-13,-28%
CC(=O)Nc1ccc(NC(=O)c2ccc(N(Cc3ccccc3C)S(C)(=O)=O)cc2)cc1,-22,-1%
CCOc1ccc(Cl)cc1-c1cc(C(=O)NCc2ccccc2)[nH]n1,-17,6%
C=CCCC(=O)N1C[C@H]2CON(C)[C@H]2C[C@H]1c1ccccc1Br,2,-4%
COC(=O)c1ccc2nc(-c3ccc(F)cc3)c(Cc3cccc(F)c3)n2c1,5,7%
C[C@H]1CN([C@@H](C)CO)S(=O)(=O)c2ccc(-c3ccncc3)cc2O[C@H]1CN(C)C(=O)c1cccc(F)c1,8,-7%
CCOC(=O)N1CCN(C(=O)CCN2C(=O)/C(=C\c3ccc(OC)c(OC)c3)SC2=S)CC1,-9,-10%
# Additional compounds.
SMILES,HCMV antiviral,AMA1 RON2 block
COc1cc2c(cc1OC)C1CCc3cc4c(cc3C1N=C2)OCO4 (stereo not given),35,-10%
O=C(Cc1ccc(NC(=O)C2CCN(C(=O)C3CCC3)CC2)cc1)Nc1ccc(C(=O)N2CCOCC2)cc1,22,-18%
COc1ccc(Oc2c(OC)cc(NCc3ccc(CN)cc3)c3ncccc23)cc1,-11,48%[activator]
CCC(C(=O)NCc1ccccc1)n1c(-c2cccs2)nc2ccccc21 (stereo not given),13,-6%
O=C(COC(=O)Cc1c(Cl)cccc1Cl)NCc1ccccc1,-68*,13%
CC1(Cc2ccc(OC(F)(F)F)cc2)C(=O)Nc2c(Cl)ccc(Cl)c21 (stereo not given),-20,0%
O=S1(=O)CC(N2CCC(c3ccccc3)CC2)CN1Cc1ccc(F)cc1 (stereo not given),-21,-6%
CCc1nc2c(OCc3ccc(C#N)cc3)cccn2c1N(C)C(=O)c1ccc(C)cc1,8,-4%
CC(NC(=O)C1CCCN1C(=O)c1cccs1)c1ccc(Cl)cc1Cl (stereo not given),x,4%
CC(C)(C)NC(=S)N1CCC2CC1c1c(Cl)cccc12 (stereo not given),-2,13%
COc1ccc(C(=O)NNC(=O)c2ccc3ccccc3c2)cc1,3,42%[activator]
Cc1ccc(Nc2nc(C)cc(C)c2C#N)c(C)c1,-22,6%
C[C@H](CO)N1C[C@H](C)[C@@H](CN(C)S(=O)(=O)c2ccccc2)OCc2cnnn2CCCC1=O,40,3%
Cc1ccc(S(=O)(=O)N2CC3(O)CN(C(=O)OC(C)C)N(C(=O)OC(C)C)CC3(OC(=O)NCc3ccccc3)C2)cc1 (stereo not given),-4,-7%
COCCNC(=O)C1(C)CCCN(CCOc2ccc(Cl)cc2)C1 (stereo not given),-1,6%
O=C(Nc1ccc(N2CCOCC2)cc1)c1csc([C@H]2C[C@H](O)[C@@H](CO)O2)n1,31,14%
CCOC(=O)C[C@H]1c2ccccc2S(=O)(=O)N1C1CC1,4,-2%
COc1ccccc1NS(=O)(=O)c1ccc(C)c(C(=O)NCC(c2cccs2)N2CCOCC2)c1 (stereo not given),78,-9%
CCN1CCC(O)(C(C(=O)O)c2ccccc2)CC1 (stereo not given),-16,-17%
O=C(Cc1ccccc1)NCc1nc2ccccc2[nH]1,u,3%
Cc1c(NC(=O)CCc2ccc(S(=O)(=O)N3CCOCC3)cc2)c(=O)n(-c2ccccc2)n1C,-25,7%
Cc1ccccc1-n1c(C)nc2ccsc2c1=O,-1,-2%
CN(Cc1ccccc1)C(=O)c1ccc(Nc2nc(C(N)COCc3ccccc3)cs2)nc1 (stereo not given),-14,47%[activator]
CC12C=CC(=O)C=C1CC(O)C1C2CCC2(C)C1CCC2(C)O (stereo not given),-16,-7%
O=C(OCCOc1ccc(Cl)cc1)c1cc(S(=O)(=O)N2CCCCC2)ccc1N1CCOCC1,u,-4%

# Two entries picked at random from the list so far, as already listed:
SMILES,HCMV antiviral,AMA1 RON2 block
O=C(COC(=O)Cc1c(Cl)cccc1Cl)NCc1ccccc1,-68*,13%
CCOC(=O)C[C@H]1c2ccccc2S(=O)(=O)N1C1CC1,4,-2%

# Continuation.
SMILES,HCMV antiviral,AMA1 RON2 block
O=C(COC(=O)c1ccccc1Cl)NCc1cccs1,-23,4%
Cc1cccc(OCC(=O)Nc2ccc(C(=O)Nc3ccccc3C(=O)O)cc2)c1,0,-4%
Cc1ccc(S(=O)(=O)N2C[C@H]3[C@H]4C(=O)N(Cc5ccccc5)C(=O)[C@H]4CC(=O)[C@H]3[C@@H]2c2cccc3ccccc23)cc1,-2,-2%
Cc1cc(C)nc(NS(=O)(=O)c2ccc(NC(=O)c3ccccc3Br)cc2)n1,28,-11%
COc1ccc(NC(=O)N(C)C[C@H]2OCCCC[C@@H](C)Oc3ccc(N(C)C)cc3C(=O)N([C@H](C)CO)C[C@@H]2C)cc1,39,-13%
CC(C)COC(=O)N(C)C[C@H]1OCc2cnnn2CCCC(=O)N([C@H](C)CO)C[C@@H]1C,3,19%
C[C@@H]1CN([C@H](C)CO)C(=O)CCCn2cc(nn2)CO[C@H]1CN(C)C(=O)Nc1ccc2c(c1)OCO2,27,-10%
Cc1ccccc1S(=O)(=O)N1C[C@H]2[C@H]3C(=O)N(c4ccccc4)C(=O)[C@H]3CC(=O)[C@H]2[C@@H]1c1ccc(Cl)cc1,-10,4%
CCN1C[C@@H]2[C@@H]3C(=O)N(Cc4ccccc4)C(=O)[C@@H]3[C@](Cc3ccccc3)(C(=O)OC)N2C1=NCc1ccccc1,-9,0%
Cc1ccc2ccccc2c1NC(=O)CNCc1ccccc1,82,-13%
COCCCN1C(=O)C(CC(=O)NCc2cccc3ccccc23)CC(C(=O)N2CCCCCC2)=C1C (stereo not given),-38,-3%
CC[C@H](C)[C@H]1CNC(=S)N1CC1CCN(CCCC2CCCC2)CC1,-17,-6%
CCc1nc2ccccc2c(=O)n1/N=C/c1ccc(OC)cc1,-3,-6%
Cc1c(C(=O)N2CCN(Cc3nccn3C)CC2)oc2c(F)cccc12,-20,23%
CCN(CC)C(=O)C1=C(C)N(Cc2ccc(C(C)(C)C)cc2)C(=O)C(CC(=O)NCCCN(C)C)C1 (stereo not given),-3,-4%
CCCC1(C2CCCC2)NC(=O)NC1=O (stereo not given),-4,17%
O=C(Nc1ccc(N2CCOCC2)c(S(=O)(=O)Nc2ccccc2Cl)c1)c1ccc(=O)[nH]n1,-14,14%
CC(CC(=O)Nc1ccc2c(c1)c(=O)n(C)n2-c1ccc2ccccc2c1)C(F)(F)F (stereo not given),u,0%
O=C(O)CC(c1ccccc1)N1C(=O)c2ccccc2C1=O (stereo not given),11,-2%
O=C1c2cccc3cccc(c23)C(=O)C1(O)O,-69*,10%
CCCS(=O)(=O)NC(=O)C1(C)CCCN(C(=O)COCc2ccccc2)C1 (stereo not given),-18,-5%
Cc1ccc2cc(CNC[C@H]3O[C@@H](n4cc(C)c(=O)[nH]c4=O)C[C@@H]3O)c(N3CCOCC3)nc2c1,-13,2%
COc1ccc(C(C(=O)Nc2c(C)cccc2C)N2CCN(C)CC2)cc1 (stereo not given),20,4%
Cc1cccc2nc(CSc3ccccc3N)cn12,14,-5%
CC(C)(C)c1ccc(C(=O)NCCN2CCOCC2)cc1,12,-6%
# (more compounds)
SMILES,HCMV antiviral,AMA1 RON2 block
O=C(Nc1ccn(CCCN2CCN(c3ccccn3)CC2)c(=O)n1)OCc1ccccc1,-27,5%
COc1ccc(NC(=O)C(OC(=O)Cn2cnc3c2c(=O)n(C)c(=O)n3C)c2ccccc2)cc1Cl (stereo not given),-24,0%
Cc1cccc(-c2ccc3c(c2)C2CC3CCN2Cc2ccc3c(c2)OCO3)c1 (stereo not given),-10,u
CC(C)CN(C(=O)CSc1nnc(-c2cccs2)n1C1CC1)C1CCS(=O)(=O)C1 (stereo not given),u,1%
COc1nc(=O)n(C2CCCO2)cc1C (stereo not given),-33,2%
COc1ccc(-c2nc3ccc(Br)cn3c2Cc2ccccc2C(F)(F)F)cc1OC,-33,-3%
COc1cc(C2c3cc4c(cc3OC(NNC(N)=O)C2C)OCO4)cc(OC)c1OC (stereo not given),-86*,17%
CCCNC(=O)C1(C)CCN(C(=O)COc2ccc(C(C)(C)C)cc2)C1 (stereo not given),10,4%
OC(c1ccc(F)c(F)c1)c1nc(-c2cnc3ccccc3c2)cs1 (stereo not given),43,0%
C[C@H]1CN([C@@H](C)CO)C(=O)CCCn2nncc2CO[C@@H]1CN(C)S(=O)(=O)c1ccccc1,22,-2%
Cc1cccc(NC(=O)c2nc[nH]c2C(=O)NC[C@H](C)O)c1,-9,95%[activator]
CCC(CC)c1nnc(NC(=O)CS(=O)(=O)Cc2ccccc2)s1,-14,24%
O=C(O)c1ccccc1Cc1ccc(F)c2ccccc12,27,-14%
O=C1/C(=C\c2ccc([N+](=O)[O-])cc2)CS(=O)(=O)C/C1=C/c1ccc([N+](=O)[O-])cc1,-2,-18%
Cc1cc(OCCCN2CCC(C(O)(c3ccccc3)c3ccccc3)CC2)ccc1Br,-21,-28%
CC(C)(CNC(=O)c1ccccc1F)CNC(=O)c1ccccc1F,-38,-5%
CCCCC1C(=O)NN(c2ccccc2)C1=O (stereo not given),-33,23%
CCCCn1nnnc1C(c1cccc2ccccc12)N1CCC2(CC1)C(=O)NCN2c1ccccc1 (stereo not given),-11,7%
COc1ccc(C2C(C#N)=C(N)Oc3cc(O)ccc32)cc1 (stereo not given),39,-10%
COc1ccc(C2CCCCC2SCC(=O)O)cc1OC (stereo not given),-29,-7%
O=C(OCCSCCOC(=O)C1CC=CCC1)C1CC=CCC1 (stereo not given),0,45%[activator]
CC1(c2nnnn2-c2ccc3c(c2)OCCO3)CCC(=O)N1CCCN1CCOCC1 (stereo not given),-3,-1%
NC(=O)CC(NC(=O)Cc1ccc(Br)cc1)c1ccc(NC2CCCCCCC2)c([N+](=O)[O-])c1 (stereo not given),-26,-4%
CC1([N+](=O)[O-])COC2(CCCCC2)OC1,26,-22%

# In the list so far, 12 contain fluorine.
SMILES,HCMV antiviral,AMA1 RON2 block
Cc1ccc(NC(=O)CN2CCN(C(=O)C3CC3)CC2)c(F)c1,-4,15%
CC1(C2CC2)NC(=O)N(CC(=O)Nc2ccc(OC(F)F)cc2)C1=O (stereo not given),-13,-4%
COC(=O)c1ccc2nc(-c3ccc(F)cc3)c(Cc3cccc(F)c3)n2c1,5,7%
C[C@H]1CN([C@@H](C)CO)S(=O)(=O)c2ccc(-c3ccncc3)cc2O[C@H]1CN(C)C(=O)c1cccc(F)c1,8,-7%
CC1(Cc2ccc(OC(F)(F)F)cc2)C(=O)Nc2c(Cl)ccc(Cl)c21 (stereo not given),-20,0%
O=S1(=O)CC(N2CCC(c3ccccc3)CC2)CN1Cc1ccc(F)cc1 (stereo not given),-21,-6%
Cc1c(C(=O)N2CCN(Cc3nccn3C)CC2)oc2c(F)cccc12,-20,23%
CC(CC(=O)Nc1ccc2c(c1)c(=O)n(C)n2-c1ccc2ccccc2c1)C(F)(F)F (stereo not given),u,0%
COc1ccc(-c2nc3ccc(Br)cn3c2Cc2ccccc2C(F)(F)F)cc1OC,-33,-3%
OC(c1ccc(F)c(F)c1)c1nc(-c2cnc3ccccc3c2)cs1 (stereo not given),43,0%
O=C(O)c1ccccc1Cc1ccc(F)c2ccccc12,27,-14%
CC(C)(CNC(=O)c1ccccc1F)CNC(=O)c1ccccc1F,-38,-5%
